Spn MK inh: S. pneumoniae MK inhibitors, primary screen, biochemical, PK/LDH-coupled NADH absorbance; inhibition, % at 10 µM; purified MK, PK/LDH-coupled NADH absorbance 340 nm; AID 555, 2006; hit rate 0.48% among 65,000; mevalonate kinase [Streptococcus pneumoniae D39];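 active = ranked among the strongest by inhibition in the single 10 µM screen, a fixed top-ranked set picked for dose follow-up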; also: no value below 0 was filed
PMK inhibit: S. pneumoniae PMK inhibitors, primary screen, biochemical, mevalonate pathway, pilot trial included. inhibition, % at 10 µM. phosphomevalonate kinase (Streptococcus pneumoniae D39). AID 539, 2006. hit rate 0.49% among 65,000. purified PMK, PK/LDH-coupled NADH absorbance 340 nm;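 active = top-ranked compounds by inhibition in the single 10 µM screen, taking a fixed number of the strongest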;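 also: 0% = full reaction with DMSO carrier and 100% = background rate without enzyme reaction; no value below 0 was filed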
HT1080 cytotoxicity: cytotoxicity in HT1080 fibrosarcoma cells, cell-based, fluorescence readout (AID 620). hit rate 0.42% among 87,000. one-dose cytotoxicity, % at 10 µM; EC50 in µM for titrated hits. HT1080 viability, fluorescence; higher % means a stronger effect;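 also: cells exposed to compound overnight then 4 h with Alamar Blue; 0% = vehicle DMSO and 100% = killing control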
HPDE-C7 viability: cytotoxicity in HPDE-C7 cells, cell-based, fluorescence, HTS (AID 430). HPDE-C7 pancreatic duct cells viability, fluorescence; higher % means a stronger effect. hit rate 1.8% among 63,000. one-dose cytotoxicity, % at 10 µM; EC50 in µM for titrated hits;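 also: cells exposed to compound for 48 hours before viability readout; 0% = vehicle and 100% = reference cytotoxic drug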
LYP phosphatase: LYP phosphatase inhibitors, primary screen, biochemical, DiFMUP fluorescence, recombinant catalytic domain, 10 µM (AID 606). one-dose inhibition, % at 10 µM; IC50 in µM for titrated hits. 52,000 tested, under 10 active. recombinant LYP catalytic domain, DiFMUP fluorescence; higher % means a stronger effect. Tyrosine-protein phosphatase non-receptor type 22 (Homo sapiens);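 active = IC50 under 40 µM in the dose-response test; inactive = IC50 of 40 µM or more, or never dose-tested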
Bfl-1 inhibitors: Bfl-1 inhibitors, primary screen, biochemical, fluorescence polarization, FITC-Bid, mouse (AID 432). Bcl-2-related protein A1 (Mus musculus). FITC-Bid BH3 peptide fluorescence polarization displacement; higher % means a stronger effect. displacement, % at 20 µM, or IC50 in µM where a hit was titrated. hit rate 0.02% among 64,000; in the data active = a potency from the dose series; inactive = the rest, 99 in 100 with displacement below about 15%; also: strong numbers were not always called active
KRASV12 cytotoxicity: cytotoxicity in KRAS-transformed pancreatic duct cells, primary screen, cell-based, fluorescence, HTS (AID 431). HPDE-C7K KRASV12 cells, Alamar Blue viability, 48 h; higher % means a stronger effect. one-dose cytotoxicity, % at 10 µM; EC50 in µM for titrated hits. hit rate 1.7% among 63,000;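 active = compounds whose percent cytotoxicity in the single-dose primary screen, scaled between solvent and toxic-drug controls, exceeds 50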;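 also: 0% = DMSO solvent wells and 100% = doxorubicin-treated wells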
DPM-DC inhibit: S. pneumoniae DPM-DC inhibitors, primary screen, biochemical, PK/LDH-coupled NADH fluorescence; purified DPM-DC; calls only at 10 µM; hit rate 0.49% among 65,000; AID 556, 2006;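 active = the 320 compounds with the highest percent inhibition in the single-dose primary screen, excluding strongly autofluorescent ones, cut at about 32% in these data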;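 also: kinetic rate of NADH fluorescence loss reporting ADP formed by the decarboxylase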
Alkaline phosphatase: human TNAP enzyme inhibitors, biochemical, luminescent (AID 518); Alkaline phosphatase, tissue-nonspecific isozyme (Homo sapiens); purified TNAP enzyme, luminescent substrate readout; higher % means a stronger effect; inhibition, % at 20 µM; hits with a dose series show IC50 in µM; hit rate 0.09% among 64,000; in the data active = a potency from the dose series; inactive = the rest, 99 in 100 with inhibition below about 22%;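 also: plate controls were vehicle for no effect and reference inhibitor for full effect; many of its hits are not listed in these tables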
PMK inhibit pilot replicates: second read-out of PMK inhibit, no call of its own (marks repeat the call); inhibition, %; measured here: pilot screen replicates
Spn MK inh pilot replicates: also measured in Spn MK inh; calls as there; inhibition, %; measured here: pilot screen replicates
DPM-DC inhibit pilot screen %: also measured in DPM-DC inhibit; calls as there; inhibition, %; measured here: pilot screen trials
Active calls of the source: *; i = inactive; x = not tested or not shown; + = active, no number. Rule as the data show it, unless noted: active = cytotoxicity above about 50%; inactive = the rest. No enrichment for hits; about 3.4% have a hit in one of these screens.

SMILES	Spn MK inh	PMK inhibit	HT1080 cytotoxicity	HPDE-C7 viability	LYP phosphatase	Bfl-1 inhibitors	KRASV12 cytotoxicity	DPM-DC inhibit	Alkaline phosphatase	others
COCCN(Cc1cc2cccc(C)c2[nH]c1=O)C(=O)c1ccccc1	9	11	3%	-16%	12%	-2%	-15%	i	5%	PMK inhibit pilot replicates=0.0;Spn MK inh pilot replicates=0.0;DPM-DC inhibit pilot screen %=2.0
Clc1ccc2nc(NC3=NCN(CCN4CCOCC4)CN3)nc(-c3ccccc3)c2c1	14	14	-7%	-3%	x	2%	8%	i	12%
N#Cc1nc(-c2cccs2)oc1N1CCN(c2ccccc2)CC1	6	7	-4%	5%	8%	-3%	-1%	x	7%
O=C(COc1ccc(Cl)cc1)Nc1ccc2oc(-c3ccncc3)nc2c1	4	13	-12%	-15%	10%	-2%	-3%	x	10%
COC(=O)Cc1ccc(NC(=O)c2ccc(Br)o2)cc1	6	3	10%	-2%	11%	-6%	9%	i	6%
COc1ccc(NC(=O)N2CC(C)OC(C)C2)cc1OC (stereo unspecified)	7	0	7%	-8%	21%	-10%	2%	i	-5%
COc1cc2c(cc1OC)C(C)N(C(=O)Cn1ncc3c1-c1ccccc1OC3)CC2 (stereo unspecified)	0	0	-3%	-15%	2%	-6%	-1%	i	18%	PMK inhibit pilot replicates=4.5;Spn MK inh pilot replicates=3.0;DPM-DC inhibit pilot screen %=1.5
Cc1csc(NC(=O)CSc2nc3ccccc3c(=O)[nH]2)n1	0	13	-1%	6%	-3%	-4%	12%	i	10%
CCCC(=O)Nc1ccccc1-c1nnn(CC(=O)Nc2ccc(OCC)cc2)n1	2	13	-1%	-5%	4%	0%	2%	i	6%	PMK inhibit pilot replicates=1.0;Spn MK inh pilot replicates=0.0;DPM-DC inhibit pilot screen %=0.0
O=C1c2ccccc2C(Nc2ccc(-c3nc4ccccc4[nH]3)cc2)N1Cc1ccco1 (stereo unspecified)	4	4	5%	44%	9%	10%	50%	i	6%	PMK inhibit pilot replicates=0.0;Spn MK inh pilot replicates=1.5;DPM-DC inhibit pilot screen %=6.0
COc1ccc(OC(C)C(=O)N2CCOCC2)cc1 (stereo unspecified)	4	0	-4%	0%	9%	-3%	-10%	i	11%
Cc1ccc2cc(CN(C(=O)c3ccncc3)C(C)C)c(=O)[nH]c2c1	5	9	11%	-21%	9%	-5%	-19%	i	7%
CCOC(=O)N1CCN(C(c2ccc(C)cc2)c2sc3nc(C)nn3c2O)CC1 (stereo unspecified)	5	3	2%	6%	x	-9%	3%	i	-3%
Clc1ccc(-c2nn3c(-c4ccccc4)nnc3s2)cc1	5	6	-3%	3%	4%	5%	20%	i	6%
CC(=O)Nc1ccc(C(=O)CSc2nnc(Cn3nnc4ccccc43)n2C)cc1	17	13	5%	-5%	x	1%	4%	i	12%
CC(C)c1ccc(O)c(N)c1	0	5	4%	7%	4%	2%	8%	i	10%
CC(C)(C)OC(=O)N1CCCC(C(=O)CC#N)C1 (stereo unspecified)	0	16	-2%	-6%	8%	-10%	5%	i	6%
CCC(C)(C)n1nnnc1C(c1ccccn1)N1CCOCC1 (stereo unspecified)	5	12	-1%	-2%	16%	1%	-6%	i	7%
COc1ccc(S(=O)(=O)Cc2ccc(C(=O)N3CCN(c4ccccn4)CC3)o2)cc1	1	0	-4%	-2%	17%	-1%	6%	i	8%
Cc1cc2c(=O)n(CC(=O)N3CCN(c4ccc(F)cc4)CC3)cnc2s1	0	14	7%	-6%	x	-5%	-4%	i	5%
Cn1c(C(=O)N2CCCC(C(=O)NCCCSC3CCCCC3)C2)cc2sccc21 (stereo unspecified)	4	13	-4%	13%	2%	-5%	7%	i	-1%
Cc1c(Cl)cccc1NC(=O)c1cc(C2CC2)on1	10	12	1%	-9%	-8%	-1%	-7%	i	13%
Cn1c(NCc2cccs2)nc2ccccc21	6	1	2%	x	9%	1%	x	i	7%
CC#CCCC(=O)N1C=Cc2ccccc2C1C#N (stereo unspecified)	0	6	-1%	-2%	x	-1%	-5%	i	11%
Cc1nn(S(=O)(=O)N2CCCCC2)c(C)c1Br	7	2	1%	-1%	-1%	0%	5%	i	16%	PMK inhibit pilot replicates=0.0;Spn MK inh pilot replicates=0.5;DPM-DC inhibit pilot screen %=0.0
CN(CC(=O)Nc1ccc2c(c1)OCCO2)S(=O)(=O)c1ccc(Br)s1	4	12	3%	1%	12%	-8%	-2%	i	8%	PMK inhibit pilot replicates=5.5;Spn MK inh pilot replicates=0.0;DPM-DC inhibit pilot screen %=0.0
N#Cc1c(NCCN)nc(NCc2ccccc2)c2c1CCN(Cc1ccccc1)C2	0	9	-6%	x	8%	0%	x	i	4%
COc1ccc(CN2C(=O)CN=C2Nc2cccc(C)c2C)cc1	6	21	-12%	-7%	-14%	-1%	-15%	i	4%
Cc1cccc2cc(CN(Cc3ccco3)C(=O)N3CCCC3)c(=O)[nH]c12	10	8	2%	-5%	3%	0%	4%	i	7%
N#CCc1nnc2n1-c1ccccc1CCC2	2	0	-5%	-10%	x	-3%	5%	i	11%
Clc1ccccc1Cn1nnc2c(N3CCCC3)ncnc21	4	11	12%	5%	x	-3%	13%	i	4%
COC(=O)CCc1nc2ccccc2[nH]c1=O	5	0	-8%	25%	12%	7%	10%	i	11%
CCn1c(SCC(=O)Nc2nonc2C)nnc1-c1ccco1	0	6	2%	-8%	x	-2%	-2%	i	13%
CCOC(=O)c1ccc(Oc2c(C)oc3c(CN4CCN(C)CC4)c(O)ccc3c2=O)cc1	7	12	-11%	-5%	19%	-9%	17%	x	4%
CC(C)c1ccc(OCC(=O)NCc2ccco2)cc1	0	6	5%	-7%	4%	0%	-12%	i	9%
Cc1cccc(-n2nnc(C(=O)NC3CCCc4ccccc43)c2N)c1 (stereo unspecified)	3	6	6%	42%	3%	-6%	28%	i	8%
O=C(Cn1cnc2c(nnn2Cc2ccc(F)cc2)c1=O)OCc1ccccc1	5	5	-12%	x	10%	x	x	i	x
COC(=O)COc1ccc(Oc2nc(SC)nc(N(C)C)n2)nn1	3	3	-1%	3%	-3%	6%	4%	i	4%
CCCOc1ccc(Cl)cc1CN1CCOCC1	3	1	4%	-7%	8%	-11%	-13%	i	14%
CCCN1C(=O)C(NC(C)=O)c2cc(OC)ccc21 (stereo unspecified)	4	14	-8%	-4%	5%	-2%	-10%	+	13%
Cc1c(N=Cc2ccc(-c3ccc(Cl)cc3)o2)c(=O)n(-c2ccccc2)n1C	0	19	-2%	28%	12%	1%	37%	i	10%
CCOC(=O)Cc1nnc(NC(=O)Nc2ccccc2)s1	10	6	14%	5%	x	-13%	18%	i	9%
Nc1nc(SCC(=O)Nc2ccc(Br)cc2F)n[nH]1	4	4	7%	-5%	13%	-7%	-7%	i	17%
Cc1nn(-c2nc3ccccc3s2)c(C)c1Oc1ccccc1O	10	11	2%	6%	1%	-1%	17%	i	16%	PMK inhibit pilot replicates=0.0;Spn MK inh pilot replicates=0.0;DPM-DC inhibit pilot screen %=0.0
COc1ccc(C(C)(C)C)cc1NC(=O)c1c(C)noc1C	7	1	2%	-4%	8%	2%	-1%	i	-4%
O=C(CCCN1C(=O)c2ccccc2C1=O)Nc1sc2c(c1C(=O)NCc1ccco1)CCC2	14	2	2%	3%	11%	1%	14%	i	11%
COc1cccc(OC)c1C(=O)N1CCN(S(=O)(=O)c2ccccc2)CC1	6	7	4%	-4%	9%	-4%	4%	i	10%	PMK inhibit pilot replicates=1.0;Spn MK inh pilot replicates=0.0;DPM-DC inhibit pilot screen %=0.0
COc1ccc(CN2CCN(C(=O)CC(C)C)CC2)c(OC)c1OC	53*	1	5%	-6%	x	-4%	0%	i	7%
CCOC(=O)c1cc2c(=O)n3ccccc3nc2n(Cc2ccco2)c1=NC(=O)c1cccnc1	3	3	6%	-8%	x	-5%	5%	x	12%
Cc1ccc(/C=c2/sc3nnc(-c4ccccc4Cl)n3c2=O)o1	8	6	-2%	70%*	15%	-1%	50%*	i	13%
CCn1c(SCc2ccc(OC)cc2)nnc1-c1ccncc1	11	11	11%	4%	7%	0%	2%	i	13%
CCN(CC)C(=O)CSc1nsc(SCC(=O)N(CC)CC)c1C#N	5	0	-6%	-7%	6%	-4%	-31%	i	11%
O=C(NCc1cccs1)C1CC(=O)N(C2CCCC2)C1 (stereo unspecified)	0	10	1%	0%	x	3%	9%	i	15%	PMK inhibit pilot replicates=1.0;Spn MK inh pilot replicates=1.5;DPM-DC inhibit pilot screen %=0.0
CCOCCCn1c(=S)[nH]c2cc(C(=O)N3CCOCC3)ccc2c1=O	10	11	2%	-10%	-6%	-3%	-6%	i	9%
CC1CCCCC1NC(=O)COc1ccc(-n2cnnn2)cc1 (stereo unspecified)	10	0	-6%	4%	5%	4%	-6%	i	3%	PMK inhibit pilot replicates=0.0;Spn MK inh pilot replicates=0.0;DPM-DC inhibit pilot screen %=0.0
CCCCOc1ccc(C(=O)NCCCC(=O)N2CCCCC2)cc1	4	1	0%	-9%	4%	3%	-6%	i	1%
C=CCc1c(C)nc2c(C(=O)O)cnn2c1C	0	14	5%	9%	x	0%	8%	i	3%
Cc1sc2ncn(CC(=O)NCc3ccccn3)c(=O)c2c1S(=O)(=O)N1CCOCC1	5	5	2%	-9%	16%	-9%	-9%	i	10%
CCN1CCCC1CNC(=O)CN1C(=O)COc2ccc(C)cc21 (stereo unspecified)	3	7	-4%	-24%	8%	-4%	-19%	i	-1%
CCOC(=O)c1cn(CC(=O)Nc2ccc(C)cc2)nn1	0	4	-2%	-6%	-15%	-8%	0%	i	5%
Cc1cc(N2CCC(C)CC2)nc(-n2nc(C)cc2C)n1	2	0	-7%	-15%	7%	-3%	-13%	i	8%
O=C(Nn1c(=S)[nH]c2ccccc2c1=O)c1ccncc1	0	0	2%	13%	-1%	3%	3%	i	4%

Compound activity from PubChem.
